Growth percent in the NCI-60 one-dose screen (48 h, 10 µM unless noted): 100 = growth as untreated, 0 = no growth, -100 = all killed.
OVCAR-4 – OVCAR-4 ovarian cancer cells; hit rate 3.7% among 80,000
IGROV1 – IGROV1 ovarian cancer | hit rate 4.7% among 79,000
NCI-H226 – NCI-H226 lung cancer | hit rate 3.5% among 79,000 | AID 1794732
OVCAR-3 – OVCAR-3 ovarian cancer; hit rate 7% among 79,000; AID 1794787
NCI/ADR-RES – NCI/ADR-RES ovarian cells; AID 1794790; hit rate 4.4% among 81,000
OVCAR-5 – OVCAR-5 ovarian cancer; AID 1794783; hit rate 2.9% among 82,000
NCI-H23 – NCI-H23 lung cancer; hit rate 4% among 80,000; AID 1794731
SK-OV-3 – SK-OV-3 ovarian cancer cells. hit rate 3.2% among 80,000
SN12C – SN12C renal cancer cells | hit rate 3.8% among 81,000
* hit, by the source's call; nt = no result given; & = joins results of further samples. The calls were made as follows: active = growth percent below 10; inactive = the rest.

SMILES	OVCAR-4	IGROV1	NCI-H226	OVCAR-3	NCI/ADR-RES	OVCAR-5	NCI-H23	SK-OV-3	SN12C
CC(=O)Nc1ccccc1-c1ccccc1[N+](=O)[O-]	116	104	106	116	114	104	113	107	100
Cc1cc2cc(C3C(C(N)=O)=C(N)Oc4n[nH]c(C)c43)c(Cl)nc2cc1C (stereo not given)	104	97	108	108	94	113	86	97	104
CCOC(=O)/C(=C\c1ccc(Br)cc1)C(C)=O	100	102	78	92	104	105	100	106	107
CC(=O)N(C(C)=O)c1ncc(-c2ccc(C(F)(F)F)cc2)c(NC2CCCCCC2)n1	59	68	68	72	58	85	54	84	81
COc1ccc(/C=C2\CC/C(=C\c3ccc(OC)cc3)C2=O)cc1	111&104	104&108	81&98	107&108	106&113	95&106	106&99	102&103	97&98
OC(CCl)Cc1cccc(C(F)(F)F)c1 (stereo not given)	97	109	98	106	104	104	94	100	113
O=C(CCn1c[n+](CC(=O)c2ccc(C(F)(F)F)cc2)c2ccccc21)Nc1cccc2cccnc12	87	71	85	89	100	87	89	93	95
CCOC(=O)c1ccc(NC(=S)P(=O)(c2ccccc2)c2ccccc2)cc1	100	110	nt	92	101	105	102	107	103
N#Cc1c(-c2ccccc2)cc(-c2ccccc2)n(CCCC(=O)NO)c1=O	30	25	13	8.4*	-5.4*	29	31	36	26
CC(C)(C)C(=O)c1c2c(c3ccc4c5ccccc5ccc4n13)C(=O)c1ccccc1C2=O	71	96	73	94	96	116	73	118	99

Gathered by group, the compounds so far with four or more nitrogen atoms
SMILES	OVCAR-4	IGROV1	NCI-H226	OVCAR-3	NCI/ADR-RES	OVCAR-5	NCI-H23	SK-OV-3	SN12C
Cc1cc2cc(C3C(C(N)=O)=C(N)Oc4n[nH]c(C)c43)c(Cl)nc2cc1C (stereo not given)	104	97	108	108	94	113	86	97	104
CC(=O)N(C(C)=O)c1ncc(-c2ccc(C(F)(F)F)cc2)c(NC2CCCCCC2)n1	59	68	68	72	58	85	54	84	81
O=C(CCn1c[n+](CC(=O)c2ccc(C(F)(F)F)cc2)c2ccccc21)Nc1cccc2cccnc12	87	71	85	89	100	87	89	93	95

More compounds follow:
SMILES	OVCAR-4	IGROV1	NCI-H226	OVCAR-3	NCI/ADR-RES	OVCAR-5	NCI-H23	SK-OV-3	SN12C
Cc1ccc(C(=O)/C=C/c2ccc(Oc3ccc(Br)cc3)cc2)cc1	93	102	102	98	98	108	89	109	97
CC(O)CN1CNC(=S)NC1 (stereo not given)	110	103	102	103	106	95	99	98	105
C=C(C)[C@@H]1CC[C@]2(C(=O)OC)CC[C@]3(C)[C@H](CC[C@@H]4[C@@]5(C)CC/C(=N\OC(C)=O)C(C)(C)[C@@H]5CC[C@]43C)[C@@H]12	83	86	93	96	97	96	99	nt	94
Cc1sc(N=Nc2ccc(N(C)C)cc2)[n+]([O-])c1C	94	93	93	96	nt	107	98	104	97
Nc1nc(Nc2ccccc2O)nc(C(Cl)(Cl)Cl)n1	103	105	104	110	106	111	96	111	95
CC(=O)c1sc(Nc2nc(O)c(C3=c4cc(Cl)ccc4=NC3=O)s2)nc1C	88	96	96	105	93	105	101	110	103
OCC(O)c1nc2ccc3[nH]ncc3c2c2c1CCCC2 (stereo not given)	50	10	-4.5*	16	9.2*	10	2.1*	41	12
CNCc1c(C)c(C(C)(C)C)cc(C(C)(C)C)c1O	nt	119	102	120	101	91	97	99	114
COc1cc(OC)c(NC(N)=O)cc1Cl	102	102	100	100	101	108	107	99	99
COc1ccc2c(c1)C(=O)c1c-2c(=O)n(CCCCCCC(=O)NO)c2ccccc12	4.2*	-35*	1.9*	-20*	-14*	-4.5*	-42*	-3.3*	8.7*

Compound profiles, as listed above. Order of screens: OVCAR-4	IGROV1	NCI-H226	OVCAR-3	NCI/ADR-RES	OVCAR-5	NCI-H23	SK-OV-3	SN12C
COc1cc(OC)c(NC(N)=O)cc1Cl is entered as 102	102	100	100	101	108	107	99	99
C=C(C)[C@@H]1CC[C@]2(C(=O)OC)CC[C@]3(C)[C@H](CC[C@@H]4[C@@]5(C)CC/C(=N\OC(C)=O)C(C)(C)[C@@H]5CC[C@]43C)[C@@H]12 is entered as 83	86	93	96	97	96	99	nt	94
Cc1sc(N=Nc2ccc(N(C)C)cc2)[n+]([O-])c1C is entered as 94	93	93	96	nt	107	98	104	97
CC(=O)c1sc(Nc2nc(O)c(C3=c4cc(Cl)ccc4=NC3=O)s2)nc1C is entered as 88	96	96	105	93	105	101	110	103

Continued:
SMILES	OVCAR-4	IGROV1	NCI-H226	OVCAR-3	NCI/ADR-RES	OVCAR-5	NCI-H23	SK-OV-3	SN12C
COc1ccc(/C=C(\c2cc(OC)c(OC)c(OC)c2)c2nnc(-c3ccc(F)cc3)o2)cc1	98	98	93	97	92	113	97	109	107
Cc1ccc(C(O)C2=CC(=O)c3ccccc3C2=O)cc1 (stereo not given)	nt	90	95	93	96	95	89	105	95
C=CCOc1ccc2c(c1)CC[C@@H]1[C@@H]2CC[C@]2(C)C[C@@H](O)C[C@@H]12	87	105	104	108	73	100	88	112	86
CC1CCC(CC(=O)O)(C(=O)O)CC1 (stereo not given)	126&104	137&91	99&103	118&107	100&114	103&104	95&96	105&109	122&104
O=C(Nc1ccc2[nH]c3ccccc3c2c1)c1ccccc1Cl	101	50	81	51	19	82	68	50	61
COc1cccc(N2C(=O)CSC2=S)c1	75	94	97	89	64	84	84	101	98
CCCn1c(=O)[nH]c2c(c1=O)C(c1ccc(Cl)cc1)c1c([nH]c(=O)n(CCC)c1=O)N2	122	98	103	111	114	88	101	96	nt
CCN(CC)CCN1C(=O)c2c(c(C)c3c(oc4cc(O)ccc43)c2C)C1=O	-34*	92	29	-88*	78	-39*	93	108	87
O=C(O)CC1(C(=O)O)CC2C=CC1C2 (stereo not given)	nt	106	99	128	106	105	101	107	98
Cc1cc(OC(=O)c2ccc(Cl)cc2)nc2[nH]c(=O)sc12	97	109	101	108	103	103	95	107	102
Cc1cc(O)cc(O)c1	108	120	105	124	113	111	106	119	95
C=CCn1c(SCC(=O)Nc2ccc(C(=O)/C=C/c3cc(OC)c(OC)c(OC)c3)cc2)nnc1-c1c[nH]c2ccccc12	59	-26*	-4.9*	6.1*	89	32	-11*	75	34
CC12CCC(CC1O)C2C(=O)O (stereo not given)	110	119	104	103	100	110	102	96	96
COc1ccc(CC2(c3ccccc3)NC(=O)NC2=O)cc1 (stereo not given)	112	87	94	nt	74	86	96	101	98
COc1ccc(NC(=O)C(=O)c2c[nH]c3ccc(F)cc23)cc1	102	118	101	100	96	106	98	89	99
COc1ccc2[nH]c(=O)c(C(C)=O)c(O)c2c1	109	86	100	109	101	105	109	119	98
COc1ccc(C2=Nc3c(c(-c4ccccc4)nn3-c3ccccc3)C3(C(=O)Nc4ccc(Cl)cc43)C2C#N)cc1 (stereo not given)	96	78	78	102	102	100	104	83	86
N#CCCNC(=S)Nc1ccccc1	91	95	122	99	120	107	113	113	109
COc1nc(N)c(NS(=O)(=O)c2ccc(C(C)=O)cc2)c(=O)[nH]1	123	102	104	95	104	106	101	124	109
COc1ccc2c(c1)C(N1CCCC1=O)CCN2Cc1cc2ccccc2[nH]c1=O (stereo not given)	81	90	65	101	102	79	90	80	79
COc1ccc(CN=Cc2cc(C(C)(C)C)cc(C(C)(C)C)c2O)cc1	57	68	55	38	45	89	50	59	70
ClCCOCOc1ccc2ccccc2c1	118	134	115	115	107	108	100	115	103
CC(=O)c1ccc(NC(=O)CCN2CCN(c3cc4c(cc3F)c(=O)c(C(=O)O)cn4C3CC3)CC2)cc1	108	104	103	104	101	103	95	101	106
NS(=O)(=O)c1ccc(NC(=S)NC(=O)c2ccco2)cc1	101	nt	113	119	102	97	106	94	104
CCN1C(=S)N(CC)C2C1NN=C1SC(c3ccccc3)=CC(=O)N12 (stereo not given)	115	109	101	119	100	107	nt	110	110
CC(C)(C)c1ccc(S(=O)(=O)Oc2ccc(NC(=O)C3CCCCCC3)cc2)cc1	62	105	70	72	48	103	48	96	80
COc1cc(Cl)cc(-c2nn(-c3cccc(NC(=O)Nc4ccc(Cl)c(Cl)c4)c3)cc2-c2ccncc2)c1	13	37	7.3*	4.1*	8.6*	38	5.7*	14	16
O=S(=O)(c1ccccc1)N1CCCCC1	104	100	95	101	101	96	102	108	90
COc1ccc2nc(C#N)ccc2c1	103	nt	100	105	110	105	100	113	113
COC(=O)C1NN(c2ccc(S(N)(=O)=O)cc2)c2nc3nc(-c4cccs4)cc(-c4cccs4)c3c(=O)n21 (stereo not given)	70	73	67	58	93	102	80	115	48
CCC(C)(C(=O)Nc1ccc2nc(C)cc(N)c2c1)C(=O)Nc1ccc2nc(C)cc(N)c2c1	80	113	92	107	112	93	95	93	102
COc1cc(CNS(=O)(=O)c2ccc(C)cc2)ccc1OCc1cn(-c2ccc(Br)cc2)nn1	97	103	94	112	104	108	103	75	105
C=CCOc1nc(N)nc(OCC=C)n1	nt	87	88	nt	98	92	91	102	93
O=C(NCc1csnn1)c1ccccc1	107	100	97	107	104	99	113	101	97
N#Cc1c(Cl)nc(NS(=O)(=O)c2ccccc2)nc1-c1ccc(Cl)cc1	110	113	119	113	121	114	110	110	120
CCN1C(=O)N(CC)C2Nn3c(s/c(=C\c4ccco4)c3=O)=NC21 (stereo not given)	98	95	93	115	98	108	102	101	108
COc1ccc(-c2cc(/C=C3\C(=O)Nc4ccc(OC)cc43)[nH]n2)cc1	80	32	70	2.6*	22	83	67	34	43
CC/C=C\C/C=C/C=C1/C(=O)C=C[C@@H]1C/C=C\CCCC(=O)OC	85	65	56	11	74	64	25	110	-8.5*
Nc1ccc(C(=O)/C=C/c2cc3ccccc3nc2Cl)cc1	72	90	106	85	98	114	78	113	88
N#Cc1c(CCCO)c(C#N)c2nc3ccccc3n2c1N	102	94	101	110	108	107	100	100	97
Nc1nc2c(N=Nc3ccc(Cl)cc3)c(N)nn2c(-c2ccc(Cl)cc2)c1-c1nc2ccccc2s1	114	95	95	116	100	100	97	103	97
O=C(CCN1CCCC1)Nc1ccc2c(NCCCCc3ccccc3)c3ccccc3nc2c1	-75*	-18*	63	-83*	81	7.2*	-58*	54	-61*
C/C=C(\C)C(C(=O)NC1CCCCC1)N(C(=O)C1CCc2cc(F)ccc2O1)c1cc(Cl)cc(Cl)c1 (stereo not given)	105	90	100	106	94	103	97	100	100
CCCCOc1ncnc2c1CC(C)c1ccccc1N2C (stereo not given)	96	75	98	107	103	103	95	95	101
CCCCn1c(=O)c(-c2cc(-c3ccc(Cl)cc3)nc(-c3ccc(Cl)cc3)c2)cc2ccccc21	97	111	83	107	104	100	99	101	89
CCCCCCCCCCCCNC(C(=O)c1ccccc1)c1ccccc1 (stereo not given)	86	104	99	117	101	104	87	101	104
COc1cc(/C=N/Nc2ncnc3c2c(C)nn3-c2ccc(Cl)cc2)ccc1O	47	68	82	33	90	87	78	79	72
COc1cc(O)cc(OC)c1CC(C)=O	121	108	99	105	102	114	96	106	117

Source: PubChem BioAssay
